Assay outcomes from PubChem.
E-selectin induc – induces E-selectin expression in human endothelial cells; P16581; HUVEC E-selectin immunofluorescence imaging; normalized: neutral wells 0, TNF-alpha wells 100; activation, % at 7.58 µM; 0.37% of 260,000 active; AID 686992;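 active means mean E-selectin-positive cell signal at least 10% of the positive control, reached in at least 60% of replicates, without over 20% cell loss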;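 further: in these data hits start at about 27%; measured in HUVEC primary endothelial cells; signal is the percent of cells scored E-selectin positive by PE staining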
Target sequence (P16581 whole entry, looked up): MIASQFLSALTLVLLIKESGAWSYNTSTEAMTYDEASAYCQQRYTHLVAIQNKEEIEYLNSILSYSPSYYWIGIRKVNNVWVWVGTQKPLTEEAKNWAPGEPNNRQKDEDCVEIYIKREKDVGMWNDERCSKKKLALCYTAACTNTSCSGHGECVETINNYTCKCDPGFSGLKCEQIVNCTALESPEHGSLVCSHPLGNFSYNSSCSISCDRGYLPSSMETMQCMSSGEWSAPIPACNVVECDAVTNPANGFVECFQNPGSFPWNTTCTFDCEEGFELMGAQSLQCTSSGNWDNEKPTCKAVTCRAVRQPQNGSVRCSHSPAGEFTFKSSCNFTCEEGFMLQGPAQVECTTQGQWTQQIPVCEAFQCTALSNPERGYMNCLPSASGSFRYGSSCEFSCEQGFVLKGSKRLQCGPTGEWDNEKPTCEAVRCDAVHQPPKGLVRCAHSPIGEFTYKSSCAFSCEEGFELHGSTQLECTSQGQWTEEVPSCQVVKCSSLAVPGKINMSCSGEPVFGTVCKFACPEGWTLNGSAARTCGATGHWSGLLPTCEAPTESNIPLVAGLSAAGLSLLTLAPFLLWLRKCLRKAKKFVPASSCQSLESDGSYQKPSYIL
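assay system = HUVEC, human umbilical vein endothelial cells | input = 3,000 HUVEC seeded per well | medium = EGM-2 growth medium on 0.1% gelatin-coated wells | dosing = one compound dose added by pin transfer | signal = immunofluorescence imaging | read-out basis = % PE-positive cells | control set = TNF-alpha, DMSO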
RAD54 inh – RAD54 (human) branch migration inhibition | Q92698 | RAD54 Holliday junction branch migration, FAM/BHQ fluorescence | inhibition, % at 10.4 µM | 0.14% of 360,000 active;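 active means mean normalized replicate activity at least 40 and at least half of replicates scoring 40 or more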;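 further: 0% = median of neutral control wells and 100% = median of positive control wells; inhibitors cause a drop in the FAM fluorescence signal; in these data hits start at about 50%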
ERAP1 HTS inh – blocks human ERAP1 aminopeptidase activity; recombinant ERAP1, Leu-AMC fluorescence, 60 min; 0.15% of 340,000 active; AID 652197; inhibition, % at 10.7 µM; Q9NZ08;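 active means mean replicate inhibition of at least 30%, or all replicates individually reaching that 30% level; inactive means mean below 30% and not every replicate reaching it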;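 further: 0% = neutral control wells and 100% = L-leucinethiol positive control wells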
PGC1a acetyl inh – PGC1a acetylation modulation, inhibitor mode; U2OS PGC1a acetylation, AlphaScreen anti-acetyl-lysine; with virally co-expressed GCN5 acetyltransferase; inhibition, % at 15.6 µM; 0.17% of 350,000 active; AID 651687;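 active means every replicate shows inhibition of at least 40%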;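 further: 0% = neutral control wells and 100% = positive control wells; some results beyond the cut were filed as inactive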
PglD DTNB – PglD (C. jejuni) enzyme inhibition; purified PglD enzyme, DTNB colorimetric CoA detection; inhibition, % at 12.5 µM; 0.098% of 360,000 active; in the data active means inhibition above about 16%, passing the limit was not always enough; further: strong numbers were not always called active
Cneo AK release – causes C. neoformans cell lysis; AID 651654; lysis activity, % at 15 µM; 0.2% of 360,000 active; adenylate kinase release luminescence, 4 h; normalised: neutral wells 0, clomiphene wells 100;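 active means mean lysis activity across replicates of at least 80%, whatever share of replicates individually reach that level; inactive means mean lysis activity below 80%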
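read-out = cell lysis signal | test system = log-phase Cryptococcus neoformans yeast cells | input = cells at 5 × 10^6 per mL | medium = fresh YPD growth medium | signal = luminescent adenylate kinase detection reagent | timing = 4 h at 37 °C static, read 1 h later | dosing = single dose | controls = Clomiphene as positive lysis control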
miR-122 sensor – miR-122 inhibition in Huh7 cells. Huh7 miR-122 Renilla luciferase sensor, 48 h; neutral wells = 0, positive control = 100. activation (reporter increase), % at 12.5 µM. 0.3% of 340,000 active;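 active means mean replicate activation score at least 90 and every replicate individually at or above 90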;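 further: higher luciferase means less miR-122 activity so hits act as miR-122 inhibitors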
RAD52 inh – inhibitors of human RAD52 DNA annealing; P43351; recombinant RAD52 DNA annealing, FRET fluorescence; inhibition, % at 18.7 µM; 0.46% of 360,000 active; AID 651710;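 active means every replicate showing at least 50% inhibition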
Target sequence (P43351 whole entry, looked up): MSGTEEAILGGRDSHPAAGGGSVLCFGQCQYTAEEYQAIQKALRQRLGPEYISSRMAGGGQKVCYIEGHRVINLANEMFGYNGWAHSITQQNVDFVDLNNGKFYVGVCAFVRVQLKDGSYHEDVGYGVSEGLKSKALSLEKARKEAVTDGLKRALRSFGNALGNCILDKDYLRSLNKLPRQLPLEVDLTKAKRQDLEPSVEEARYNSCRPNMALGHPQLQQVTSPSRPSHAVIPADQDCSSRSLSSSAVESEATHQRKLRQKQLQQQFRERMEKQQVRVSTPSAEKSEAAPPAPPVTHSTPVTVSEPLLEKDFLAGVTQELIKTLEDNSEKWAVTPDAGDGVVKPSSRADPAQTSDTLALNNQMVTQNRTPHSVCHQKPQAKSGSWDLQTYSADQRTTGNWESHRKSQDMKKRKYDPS
An asterisk follows results filed as active; . = not tested or not shown; & = joins results of further samples; [ ] = remark or other dose.

SMILES	E-selectin induc	RAD54 inh	ERAP1 HTS inh	PGC1a acetyl inh	PglD DTNB	Cneo AK release	miR-122 sensor	RAD52 inh
O=C(C[C@@H]1C[C@@H]2c3cc(NC(=O)NC4CCCCC4)ccc3O[C@@H]2[C@@H](CO)O1)NC1CCCC1	0.0	.	-1	1	.	.	.	15
COc1ccc(S(=O)(=O)Nc2ccc3c(c2)[C@@H]2C[C@@H](CC(=O)O)O[C@@H](CO)[C@@H]2O3)cc1	-0.4	10	0	-7	-1	-6	2[16.7 µM]	-8
O=C(CCCC(=O)N(CC(=O)NC1CCCCC1)c1ccccc1F)Nc1ccccn1	.	0	0	2	-5	2	1	-12
COc1ccc(Cl)cc1NC(=O)CCCN1C(=O)CCC1=O	.	8	.	-11	5	-2	2	.
CCOC(=O)c1ccc(NC(=S)N(CCCN2CCCC2)Cc2cccs2)cc1	0.1	-4	4	8	-5	3	1	-16
Cc1ccc(N2C(=O)N(CC(=O)N3CCc4ccccc43)C(=O)C2C)cc1 (configuration not stated)	0.2	-5	2	-1	0	2	-2	-5
COc1ccc(S(=O)(=O)N(C)C[C@@H]2Oc3ccc(NS(=O)(=O)c4ccc(Cl)cc4)cc3CC(=O)N([C@@H](C)CO)C[C@@H]2C)cc1	-0.2	-4	.	1	-2	2	-4[16.7 µM]	.
COc1ccc(S(=O)(=O)N2CCN(CC(=O)NC3CCCC3)CC2)cc1	.	4	-2	2	-5	0	-8	-13
CCOC(=O)C1(Cc2ccccc2)CCCN(C(=O)c2cnn(CC)c2)C1 (configuration not stated)	0.0	7	-2	-16	2	1	-3	-7
COc1ccc2[nH]c3c(c2c1)CCN1C(=O)C(CC(=O)NCCCN(C)C)C[C@H](C(=O)N(C(C)C)C(C)C)[C@@]31C (some centres not stated)	0.0	-10	-2	0	3	6	-10	-6
Cc1cc(Br)cn2c(CC(C)(C)C)c(-c3cccc(Cl)c3)nc12	0.1	-1	-2	-5	-2	6	-2	-27
Cc1ccc(C(=O)N/C(=C/c2ccc(F)cc2)C(=O)NCc2ccncc2)cc1	.	2	4	.	-5	-1	-2	-14
C=C(C)C(O)CC/C(C)=C/Cc1c(O)ccc(C(=O)/C=C/c2ccc(O)cc2)c1O (configuration not stated)	.	-2	-2	-11	-7	-3	7	-13
COc1ccc(CCN2CCCC(CN(C)Cc3cc(OC)ccc3OC)C2)cc1 (configuration not stated)	.	4	-4	-9	3	1	0	-8
CC(C)C12CN3CC(C(C)C)(CN(C1)C3c1ccccc1)C2O (configuration not stated)	.	13	-1	-16	3	0	1	7
CO[C@H]1CN(C)C(=O)c2ccc(NC(=O)C3CC3)cc2OC[C@@H](C)N(C(=O)c2cccnc2)C[C@@H]1C	0.0	3	3	-7	7	0	.	-1
O=C(OCC(=O)N1CCCCC1)c1c[nH]c(=O)[nH]c1=O	.	-1	.	-15	-1	2	-2	.
COCC(=O)NC[C@@H]1[C@@H](c2ccc(C3=CCCC3)cc2)[C@@H](CO)N1C(=O)C1CC1	0.2	-2	0	5	3	-4	50[16.7 µM]	-2
CCC(C)C(NC(N)=O)C(=O)Nc1ccc(C(=O)OC)cc1 (configuration not stated)	.	5	1	-4	-3	0	0	7
C[C@@H]1CN([C@@H](C)CO)C(=O)c2cccc(NC(=O)c3cnccn3)c2O[C@@H]1CN(C)Cc1ccc(-c2ccccc2)cc1	-2.7	-12	1	-17	-6	1	-4[16.7 µM]	-55
COc1cccc(CNCc2ccc(C(=O)O)cc2)c1OC	.	.	-2	1	.	.	0	-4
CCN1CCN(c2ccc(S(=O)(=O)N3CCCCC3)cc2NC(=O)COc2ccc(Cl)cc2)CC1	-0.1	-5	3	-2	1	3	-7	-4
C[C@@H]1CN([C@H](C)CO)C(=O)c2cc(NC(=O)Cn3cnnn3)ccc2O[C@H]1CN(C)S(=O)(=O)c1ccc(F)cc1	0.0	-2	0	-4	1	3	2[16.7 µM]	-11
O=C(O)C(=O)/C(=C\c1ccccc1)c1ccc2ccccc2n1	.	-23	0	.	-1	-5	.	-36
COc1ccc(C(C)C)cc1S(=O)(=O)Nc1ccc(Cl)cn1	.	-3	.	14	-6	2	23	.
More results:
SMILES	E-selectin induc	RAD54 inh	ERAP1 HTS inh	PGC1a acetyl inh	PglD DTNB	Cneo AK release	miR-122 sensor	RAD52 inh
Cc1ccc(C(c2c(C)nn(-c3ccccc3)c2N)c2c(C)nn(-c3ccccc3)c2N)cc1	0.7	6	2	1	-8	-2	-4	1
C[C@@H]1CN([C@H](C)CO)C(=O)c2cc(NC(=O)CCCN(C)C)ccc2O[C@@H]1CN(C)Cc1ccc(Oc2ccccc2)cc1	-12	12	5	-8	-1	64	-6[16.7 µM]	12
COc1cccc(CNC(=O)CCNS(=O)(=O)c2ccc3c(c2)oc(=O)n3C)c1	.	2	-3	.	2	0	-8	-9
C[C@H]1CN([C@@H](C)CO)C(=O)c2cc(C#Cc3ccccc3)cnc2O[C@H]1CN(C)C(=O)CCN1CCCCC1	-0.3	10	-1	-1	-1	1	-5[16.7 µM]	25
c1ccc(C2=Nn3c(nnc3-c3n[nH]c4c3CCC4)SC2)cc1	.	2	.	-29	-1	10	9	.
c1ccc2nc(-c3nc4ccccc4[nH]3)ccc2c1	.	1	.	-13	-1	-11	-1	.
C[C@H]1CN([C@@H](C)CO)C(=O)Cc2cc(NC(=O)Nc3cccc4ccccc34)ccc2O[C@H]1CN(C)Cc1ccc(-c2ccccc2)cc1	1.4	-7	7	16	7	4	0[16.7 µM]	21
[N-]=[N+]=NCCN1CCN(CCc2ccccc2)CCC1=O	0.3	-9	.	-2	-1	-1	-2	-11
COCC(=O)Nc1ccc2c(c1)OC[C@@H](C)N(Cc1ccccc1F)C[C@H](C)[C@H](OC)CN(C)C2=O	0.1	-1	-3	-21	2	-2	9[16.7 µM]	4
CC(C)CCCN1C(Nc2ccccc2)=NC[C@@H]1C	-0.1	4	-2	5	-1	6	-1	-5
Cc1ccc(NC(=O)C2CCCCC2)cc1C	0.0	-7	.	5	-5	3	-5	0
N#CCOc1coc(CN2CCN(c3cccc(Cl)c3)CC2)cc1=O	.	0	-1	-4	1	-1	0	-9
COc1ccc(-c2cc(C(=O)Nc3cc(OC)cc(C(=O)Nc4cccc(C(F)(F)F)c4)c3)[nH]n2)cc1	1.0	2&12	-2&3	.	-5&2	0&-1	-3	-8&-6
COC(=O)[C@H](C)NC(=O)Nc1ccc(C)c(C)c1	.	-4	.	0	3	2	-3	.
CCN(CC)CCCN1CC(=O)N2[C@@H](Cc3c([nH]c4ccccc34)C2(C)C)C1=O	-0.1	-6	-1	0	2	1	.	-14
COc1cc(-c2cc3nc(NC4CCCCC4)ccn3n2)cc(OC)c1OC	-0.1	6	-2	-33	-1	3	-3	0
C[C@H]1CCCCO[C@H](CN(C)C(=O)Nc2cccc3ccccc23)[C@@H](C)CN([C@@H](C)CO)C(=O)c2cc(NS(=O)(=O)c3ccc(Cl)cc3)ccc2O1	.	-4	2	-7	19	6	-5[16.7 µM]	-21
CCCCCCSc1cc(-c2nc3cnccn3c2NCc2ccccc2)ccc1OC	.	-16	.	.	0	15	5	.
COCCn1c(SCC(=O)N2CCCCC2)nc2c([nH]c3ccccc32)c1=O	-0.1	-5	0	.	-3	-4	.	-20
COc1ccc(CCN=C(N)NS(=O)(=O)c2cc(F)ccc2OC)cc1	0.4	4	0	-2	-1	-7	3	0
C[C@H]1CN([C@@H](C)CO)S(=O)(=O)c2ccc(C#CC3(O)CCCC3)cc2O[C@@H]1CN(C)C(=O)c1cccnc1	.	5	-2	-9	-3	0	-4[16.7 µM]	7
COc1cc(OC)cc(C(=O)NNC(=O)C2CCCC2)c1	.	.	1	-1	.	.	0	-10
COc1ccc(-c2nc3cnccn3c2Nc2ccc(C)cc2)cc1	.	3	4	-3	0	1	5	-23
Cc1ccnc2nc(C(=O)OCC(=O)N(CC(C)C)CC(C)C)nn12	-1.7	.	1	6	.	.	.	-17
Cc1ccccc1Cn1c(=O)n(CCC(=O)NCc2ccc3c(c2)OCO3)c(=O)c2ccccc21	.	0	.	3	6	0	-2	.
Following part
SMILES	E-selectin induc	RAD54 inh	ERAP1 HTS inh	PGC1a acetyl inh	PglD DTNB	Cneo AK release	miR-122 sensor	RAD52 inh
COc1cc(C(=O)N2C[C@@H]3CCC[C@H]2C3)ccc1OC1CCN(C(C)=O)CC1	0.0	-8	1	.	3	-3	0	-2
CN(C)CCN(Cc1ccccc1)C(=O)C1CCN(c2ncnc3c2nc2n3CCCCC2)CC1	.	5	-4	-10	-1	0	-9	-10
NC(=Nc1ccccc1)N(c1ccccc1)c1ccccc1	-0.2	3	-1	2	-4	9	-4	4
CCCN1C(=O)c2cc(C(=O)Nc3cccc(C(C)=O)c3)ccc2C1Nc1cccc(C(C)=O)c1 (configuration not stated)	1.0	-4	-2	-16	-3	0	.	-23
C=C(C)c1cccc(C(C)(C)NC(=O)Nc2ncccn2)c1	.	-10	.	3	7	0	0	.
Cc1noc(C)c1S(=O)(=O)Nc1ccc2c(c1)C(=O)N([C@@H](C)CO)C[C@@H](C)[C@H](CN(C)S(=O)(=O)c1cn(C)cn1)O2	0.0	4	1	15	3	0	-1[16.7 µM]	-1
O=C(Cc1ccc(Cl)cc1)Nc1ccc(Br)cn1	0.0	-5	-2	5	-5	0	10	-12
CCOC(=O)NC(=O)CSc1nnnn1-c1ccc(Cl)cc1	.	2	-3	3	2	-2	4	-13
Cc1c(C(=O)N(C)C2CC(C)(C)NC(C)(C)C2)oc2c(F)cccc12	0.3	7	0	-5	-1	-1	-7	5
COc1cc(CC(=O)OCC(=O)NC(C)c2ccccc2)cc(OC)c1OC (configuration not stated)	.	2	-7	.	5	0	.	1
O=C(Nc1ccc(OCc2ccccc2)cc1)c1cccs1	.	0	0	3	7	-5	-1	-5
COc1ccc(C2OC3=C(Nc4cc(C)c(C)cc4N3)C2=O)cc1 (configuration not stated)	0.2	-16	-3	.	-3	1	.	-1
Cn1c(NCCO)nc2c(c1=O)C1(CCCCC1)Cc1ccccc1-2	-1.1	-8	3	-21	-1	1	-2	-7
O=C(COc1ccc(Br)cc1)NNC(=O)c1ccc(-n2cncn2)c([N+](=O)[O-])c1	.	-15	1	-3	-8	2	-5	1
COc1ccc(/C=C/C(=O)NCC(=O)N/N=C/c2ccc(OC)cc2)cc1	.	.	0	-2	.	.	-3	-10
Clc1ccc(Cn2ncc3c(N4CCCCC4)ncnc32)cc1	.	-8	.	-6	5	5	0	.
O=C(/C=C/c1ccccc1)COC(=O)c1ccccc1	0.0	-3	-7	-6	-4	1	-2	-15
O=C(NCCc1ccccc1)c1ccc2c(c1)S(=O)(=O)c1ccccc1C2=O	0.1	-6	-1	-12	-7	-3	2	-15
O=C(C[C@H]1C=C[C@H](NC(=O)c2ccc(F)cc2)[C@@H](CO)O1)NCCc1ccncc1	-0.7	-3	2	7	-1	0	.	1
